a7 integrin act – integrin-mediated muscular dystrophy alleviation activation; alpha7betagal myoblasts, beta-gal FDG fluorescence, 48 h; AID 624291; 0.064% of 350,000 active; Potency, µM (doses to about 38.3 µM), for the others: at the top dose activation, hits mostly activators;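 also: potency is read from the fitted curve at half-maximal effect; 100% = response of the positive control SU9516; nearly all actives have a fitted effect of over 60% in size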
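alpha7betagal+/- myoblasts (passage 13, 250/well) treated 48 h at 37C with compounds at 1:260 dilution of DMSO stock. Lysed, then beta-galactosidase activity read as FDG fluorescence (ex 480/em 540) after 30 min, with pre-read for autofluorescence.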
GALK inhibitor – inhibitors of human galactokinase. Potency, µM (series often up to 57.5 µM), without a hit: at the top dose activity change, negative = inhibition, usual class: inhibitors. 0.007% of 270,000 active. P51570. AID 1868. Purified GALK, Kinase-Glo residual ATP luminescence; also: potency is read from the fitted curve at half-maximal effect; % is scaled to controls: 0 for no effect and ±100 for the full control effect
Target sequence (P51570 whole entry, looked up): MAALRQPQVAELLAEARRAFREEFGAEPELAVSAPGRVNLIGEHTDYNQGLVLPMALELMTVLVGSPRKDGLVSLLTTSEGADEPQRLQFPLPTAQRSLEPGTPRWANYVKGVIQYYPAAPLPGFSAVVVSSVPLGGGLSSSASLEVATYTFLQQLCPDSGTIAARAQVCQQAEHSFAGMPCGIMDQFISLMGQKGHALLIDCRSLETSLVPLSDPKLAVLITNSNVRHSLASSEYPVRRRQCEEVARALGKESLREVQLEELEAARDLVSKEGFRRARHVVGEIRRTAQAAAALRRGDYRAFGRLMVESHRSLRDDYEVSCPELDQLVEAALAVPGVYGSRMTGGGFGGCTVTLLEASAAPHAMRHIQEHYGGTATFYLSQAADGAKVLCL
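5 nM enzyme, 35 uM ATP, 100 uM galactose, 20 mM HEPES pH8.0, 5 mM MgCl2; 1 h RT; residual ATP by Kinase-Glo Plus luminescence, qHTS format.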
TRPV1 ag – activates the human vanilloid receptor TRPV1 | Q8NER1 | TRPV1-expressing cells, Fluo-8 calcium influx, agonist mode | activation, % at 8.33 µM | 0.19% of 320,000 active | AID 540275; in the data active = activation above about 80%; inconclusive = between about 30% and that limit; also: 0% is about no effect
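TRPV1-expressing cells were cultured overnight at 35.5C and loaded with Fluo-8 calcium dye for 40 to 90 min at room temperature. After a 10 s baseline, compound was added and calcium influx was read kinetically for 3 min (ex 480/em 520 nm).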
FBPA coupling cs – inhibits coupling enzyme system, counter-screen for aldolase hits; coupling enzyme system counterscreen, AmpLite Red fluorescence; activity change, negative = inhibition, % at 58.2 µM, hits read low; 0.67% of 290,000 active; in the data active = activity change below about -30%; also: % is scaled to controls: 0 for no effect and ±100 for the full control effect
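Counterscreen lacking aldolase: glyceraldehyde-3-phosphate coupling-enzyme reagent preincubated 10 min at RT with compound (at 57.5 uM final), then substrate/coupling system with AmpLite Red added; fluorescence read at 525/598 nm after 20 min RT.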
S-ASM inh – blocks human secretory acid sphingomyelinase | P17405 | placental ASM, HMU-PC fluorogenic substrate, 60 min | Potency, µM (doses to about 57.5 µM), inactives show top-dose activity change, negative = inhibition, most hits filed as inhibitors | 0.006% of 340,000 active; also: potency is read from the fitted curve at half-maximal effect
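Human placenta-derived ASM enzyme was preincubated with compound for 10 minutes at room temperature, then given fluorogenic substrate HMU-PC0 (9 uM final) for 60 minutes at 37 °C; a pH 10 stop preceded fluorescence reading at Ex 386/Em 447 nm.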
KCNH2 3.1 block – inhibitors of human KCNH2 3.1 potassium channel isoform; 0.95% of 340,000 active; activity change, % (tested at about 1.8 µM); AID 720553; U2OS KCNH2 3.1, thallium flux FluxOr; hits give low values;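 active = maximum activity change below -70%; inconclusive = maximum activity change from -70% to -50%; inactive = maximum activity change above -50%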;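 also: thallium influx rate constant from kinetic fluorescence after stimulation buffer; % is scaled to controls: 0 for no effect and ±100 for the full control effect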
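We transduce U2OS cells with the mutant 3.1 virus, culture them overnight, load FluxOr with Red40 quencher for 45 min, then add stimulation buffer and read kinetically for 2 min to derive a normalized rate constant.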
MBNL1-CUG inh – inhibitors of human MBNL1 binding to CUG repeat RNA. Potency, µM (highest dose often 57.5 µM), for the others: top-dose activity change, negative = inhibition, usual class: inhibitors. AID 2675. TR-FRET MBNL1-His/biotin-(CUG)12 binding, 665/545 ratio. 0.036% of 280,000 active. Q9NR56; active = well fitted inhibition curve with a large enough effect in the signal ratio, with a control signal flat, not every such curve was filed as active; inconclusive = small, poorly fitted or top-dose-only effect, or effect the other way, or a change in a side signal; inactive = no such curve, though single readings can be large or run the other way; the % refers to the signal ratio; also: potency is read from the fitted curve at half-maximal effect; % is scaled to controls: 0 for no effect and ±100 for the full control effect
Target sequence (Q9NR56 whole entry, looked up): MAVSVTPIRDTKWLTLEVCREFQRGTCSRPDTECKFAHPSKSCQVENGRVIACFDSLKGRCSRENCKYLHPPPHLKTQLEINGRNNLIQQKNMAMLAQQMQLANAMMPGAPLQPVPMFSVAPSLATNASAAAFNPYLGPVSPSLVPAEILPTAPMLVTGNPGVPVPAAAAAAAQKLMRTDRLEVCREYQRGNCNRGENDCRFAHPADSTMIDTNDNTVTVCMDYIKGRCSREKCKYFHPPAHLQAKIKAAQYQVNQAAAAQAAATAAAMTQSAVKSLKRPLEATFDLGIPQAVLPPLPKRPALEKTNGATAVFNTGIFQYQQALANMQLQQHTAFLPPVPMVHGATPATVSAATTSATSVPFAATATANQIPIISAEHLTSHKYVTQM
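MBNL1-His + Biotin-(CUG)12, cpd titration 92 nM–58 uM; Tb anti-His Ab 0.055 ng/ul, SA-XL665 5 nM (final); 60 min RT; ratiometric 665/545 nm, Ex 340 nm; normalized to buffer and full-complex controls.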
A-T KAP1 phos – potential ataxia-telangiectasia treatments restoring KAP-1 phosphorylation. […] A-T fibroblasts, KAP-1 phosphorylation AlphaLISA; neocarzinostatin DNA damage 30 min before lysis. Potency, µM (top dose mostly 57.5 µM), for inactives: top-dose activation, actives largely listed as activators. 0.19% of 320,000 active. AID 485349; also: potency is read from the fitted curve at half-maximal effect; % of control where 0% means no effect; nearly all actives have a fitted effect of over 45% in size
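hTERT-immortalized A-T patient fibroblasts ([…]), 500 cells/well in OPTI-MEM, 1% FBS, got compounds for 60 min, then NCS for 30 min at 37C. Lysates were then assayed for phospho-KAP-1 by AlphaLISA (anti-pKAP1 donor, anti-KAP1 acceptor beads), 6 hr at 25C.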
MLL CXXC-DNA inh – blocks binding of human MLL CXXC domain to DNA; MLL-CXXC / FITC-HOXA9 DNA fluorescence polarization; 0.037% of 290,000 active; Q03164; Potency, µM (top dose mostly 115 µM), for inactives: top-dose activity change, negative = inhibition, most hits filed as inhibitors; active = well fitted inhibition curve with a large enough effect in the polarisation, with a control signal flat, not every such curve was filed as active; inconclusive = small, poorly fitted or top-dose-only effect, or effect the other way, or a change in a side signal; inactive = no such curve, though single readings can be large or run the other way; the % refers to the polarisation; also: potency is read from the fitted curve at half-maximal effect
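Fluorescence polarization: 7 uM MLL-CXXC (stock) preincubated 5 min with compounds, then 50 nM fluorescein-HOX-A9 DNA (stock) added; 30 min ambient. Buffer 50 mM Tris-HCl pH 7.5, 50 mM NaCl, 1 mM DTT, 0.05% BSA.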
KCNH2 WT inh – inhibitors of human wildtype KCNH2 potassium channel. Q12809. U2OS, BacMam KCNH2, thallium flux FluxOr; hits give low values. activity change, % at 1.84 µM. 0.37% of 340,000 active. AID 720551;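 active = maximum activity change below -70%; inconclusive = maximum activity change between -70% and -50%; inactive = maximum activity change above -50%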; also: % is scaled to controls: 0 for no effect and ±100 for the full control effect
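U2OS cells were transduced with wild-type KCNH2 virus (2.03 x 10^8 / mL) for 4 h at room temperature, then cultured overnight at 37 C. Thallium flux was read with FluxOr dye. Rate constants were normalized to DMSO controls.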
* hit, by the source's call; i = inactive; u = inconclusive; x = no result given; [ ] = remark or other dose. Unless noted, calls follow the shape of the dose curve; as a rule, active = well fitted curve in the direction sought with a large enough effect; inconclusive = small, poorly fitted or top-dose-only effect, or another doubt; inactive = no such curve, though single readings can be large; an effect the other way counts as inactive or inconclusive.

Structure,S-ASM inh,GALK inhibitor,MLL CXXC-DNA inh,KCNH2 3.1 block,TRPV1 ag,KCNH2 WT inh,A-T KAP1 phos,FBPA coupling cs,a7 integrin act,MBNL1-CUG inh
CCN1C(=O)[C@@H]2[C@@H](c3ccc(SC4CCCCC4)c(OC)c3)N3CCCC[C@@]3(C(=O)OC)[C@@H]2C1=O,-3%,x,x,-15,x,-31,6%,x,6%,x
COc1cc(/C=C(\C#N)C(=O)Nc2ccc(C(=O)O)cc2)ccc1OC(=O)c1cccc(F)c1,0%,-6%,u,4,-3,-9,-3%,1,6%,3%
Cc1onc(-c2ccccc2)c1C(=O)NC(=S)NNC(=O)c1ccccc1O,-1%,-3%,7%,1,21,2,8%,-3,u,-14%
O=[N+]([O-])c1ccccc1S(=O)(=O)NCCSCc1ccco1,3%,x,x,-8,-1,-1,2%,x,-31%,x
CC1CCCCN1CCNC(=O)CCc1nnc2n(Cc3ccccc3)c(=O)c3ccccc3n12 (configuration not stated),1%,x,x,15,-5,19,-6%,-1,-1%,-6%
CCCCn1nc(C(=O)Oc2ccc3c(C)cc(=O)oc3c2)c2ccccc2c1=O,i,-2%,12%,-9,-4,-3,3%,-2,18%,-3%
CCOC(=O)C1CCCN(S(=O)(=O)c2ccc(S(N)(=O)=O)cc2)C1 (configuration not stated),-1%,4%,-5%,6,-3,-7,0%,4,4%,0%
C(=N\N1CCN(c2ccccn2)CC1)/c1ccccn1,0%,0%,26%,4,2,-6,9%,0,40%,16%
C=CCc1ccc(OCCCNCc2ccccc2)c(OC)c1,0%,1%,6%,u,3,26,-1%,1,-59%[inhibitor],0%
COc1cc(CN(C)CC2CCCN(CCc3cccc(C(F)(F)F)c3)C2)ccc1O (configuration not stated),1%,4%,17%,2,12,11,3%,-2,-50%[inhibitor],0%
CN(C)c1ccc(-c2nnn(CC(=O)NCc3ccc4c(c3)OCO4)n2)cc1,-2%,1%,-1%,-1,3,4,-3%,-3,-9%,68%[activator]
Cc1ccc(C(=O)Oc2ccc(C(=O)COC(=O)C3CC(=O)N(Cc4ccco4)C3)cc2)cc1 (configuration not stated),-13%,-2%,134%[activator],-87*,-2,-1,2%,-1,3%,3%
COc1cc2sc(NC(=O)c3ccco3)nc2cc1Cl,-3%,0%,17%,6,1,-2,-17%,1,3%,-7%
CCn1cc(C(=O)NCCCN(C)c2ccccc2)c(=O)c2cc(S(=O)(=O)N(C)C)ccc21,-12%,0%,-5%,-27,u,-9,1%,0,-11%,-4%
O=C(/C=C/c1ccc(F)cc1)NC(=S)NNC(=O)c1cnccn1,-6%,x,-6%,21,-2,-2,2%,2,6%,9%
CCOc1ccc(CCNC(=O)COC(=O)c2c(C)nn(-c3ccccc3)c2C)cc1OCC,0%,-6%,27%,-15,1,-3,2%,x,20%,1%
COc1ccc(/C=C(/C#N)C(=O)Nc2ccc(O)cc2)cc1C(=O)O,-2%,5%,u,1,5,-5,18%,0,-25%,19%
CC#CCCCC(=O)Nc1cc(OC)nc(OC)n1,-2%,-1%,-6%,-2,2,-23,2%,0,0%,-1%
COc1cccc(CN2CCN(C(=O)c3cccs3)CC2)c1OC,2%,6%,14%,13,-1,-1,11%,4,2%,7%
Cc1ccc(Nc2nc(=O)c3cccnc3s2)c(Br)c1,-5%,-1%,-5%,6,6,1,u,4,27%,-6%
O=C1CSC(=S)N1,2%,x,2%,0,2,2,2%,0,x,-13%
O=C(NCc1ccco1)c1ccc(COc2ccccc2[N+](=O)[O-])o1,2%,7%,11%,8,16,20,6%,x,7%,u
CCN(c1ccc(OC)cc1)S(=O)(=O)c1ccc(-c2ccc(=O)[nH]n2)o1,2%,-5%,-3%,-1,1,4,-1%,x,16%,39%[activator]
O=C(O)CCc1nn2c3ccccc3n(CC(=O)O)c2nc1=O,-2%,8%,-17%,-17,2,-5,10%,-1,31%,-4%
CC(C)C[C@H](NC(=O)c1[nH]cnc1C(=O)N[C@@H](C)c1ccccc1)C(=O)OCc1ccccc1,u,5%,1%,-32,-3,-2,u,-18,-45%[inhibitor],-2%
C/C(=N\Nc1ccccn1)c1ccc(N2CCOCC2)cc1,2%,0%,-1%,12,u,0,-18%,-6,12%,8%
CC1=C(C(=O)OCc2ccccc2)C(c2ccccc2Br)NC(=O)N1 (configuration not stated),-1%,1%,4%,3,8,-13,-4%,-1,-38%,14%
COC(=O)c1c(/N=C/NOCc2ccc(Cl)cc2)sc2c1CCN(c1ncc(C(F)(F)F)cc1Cl)C2,0%,1%,23%,-2,-4,-16,1%,1,-10%,4%
CCOc1cc(C(=O)NC(C)COC)cc(OCC)c1OCC (configuration not stated),3%,6%,0%,14,-3,-4,6%,1,3%,-10%
Cc1ccc(C)c(OCCC(=O)NNC(=O)c2ccccc2F)c1,2%,x,x,7,0,-2,4%,x,-25%,x
COc1cccc(CNc2nnnn2C)c1,3%,-1%,5%,1,-6,2,-7%,0,29%,-13%
CC(C)(C)SC(=O)CC1NS(=O)(=O)OC2CCCCC12 (configuration not stated),-3%,x,-5%,-29,9,0,8%,2,15%,-10%
CC1CC(C)CN(CCCNC(=O)CCC(=O)N2CCOc3ccccc32)C1 (configuration not stated),-2%,x,x,-14,9,9,6%,-1,-18%,2%
COc1ccccc1C(=O)COC(=O)c1c(-c2ccccc2)noc1C,-2%,x,x,-20,-2,1,x,x,-41%,x
COc1ccc(NC(=O)CSc2nnc(NC(=O)C3CCC3)s2)c(OC)c1,-2%,-3%,3%,0,0,-35,4%,-3,-1%,-2%
COc1ccc(OC)c(C2C(C(=O)c3ccc(C)o3)=C(O)C(=O)N2CCCN2CCOCC2)c1 (configuration not stated),0%,x,x,7,x,1,x,x,-3%,x
Cc1cccnc1Sc1c([N+](=O)[O-])ncn1C,0%,0%,-2%,5,1,0,1%,1,2%,3%
CCOC(=O)C1(Cc2cccc(OC)c2)CCN(Cc2ccccc2OC)CC1,0%,1%,-2%,4,5,x,-4%,-5,4%,-24%
COc1cccc(N2C(=O)CC(Nc3ccc(N4CCOCC4)cc3)C2=O)c1 (configuration not stated),-1%,-1%,1%,10,2,-14,-6%,-8,13%,u
Cc1ccc(C)c(C(C)NC(=O)C2CC=CCC2C(=O)O)c1 (configuration not stated),-2%,x,x,8,1,0,6%,x,36%,x
CCc1ccc(C2=Nn3c(nnc3-c3cccs3)SC2)cc1,u,2%,-3%,-31,u,2,2%,1,-33%,16%
CCN(C(=O)c1cc2cccc(OC)c2oc1=O)c1ccccc1,0%,0%,1%,0,-1,3,-16%,8,5%,24%
Cc1cccc(CCNC(=O)CCc2nc(-c3ccccc3F)no2)c1,0%,4%,8%,1,6,5,2%,-1,2%,-2%
C=CCn1c(=N)n(CC(=O)c2ccc(Cl)cc2)c2ccccc21,-3%,0%,-3%,-34,3,-5,16µM*,-2,-35%,4%
CCOc1ccc(-c2cc(CCCC(=O)NCc3ccco3)no2)cc1,0%,-1%,5%,-2,-1,3,7%,2,-14%,-6%
Cc1cc(C)cc(C(=O)/C=C2\NC(=O)CS2)c1,1%,0%,5%,4,-2,0,18%,0,u,41%[activator]
CC1(C)O[C@@H]2[C@H](O1)[C@@H](COS(=O)(=O)O)O[C@H]2n1cc(Br)c(=O)[nH]c1=O,4%,x,x,-9,x,0,-2%,x,23%,x
CC1CCN(S(=O)(=O)c2cn(CC(=O)N3CCN(C)CC3)c(=O)c3ccccc23)CC1,-1%,2%,-8%,x,1,-17,0%,-7,-11%,2%
CCOC(=O)C1CCN(S(=O)(=O)Cc2ccc(Cl)cc2)CC1,1%,0%,-2%,0,20,0,2%,4,-19%,-3%
CC1(C)Cc2c(cnn2-c2ccc(F)cc2)C(NC(=O)CCN2CCCC2=O)C1 (configuration not stated),7%,2%,0%,14,-1,-8,5%,4,6%,4%
CCOc1ccc(NC(=O)CC(NCc2ccccn2)C(=O)O)cc1 (configuration not stated),6%,0%,7%,4,1,3,5%,-21,-4%,12%

Bioassay records (PubChem)
